# TcdB inh: TcdB glycohydrolase inhibitors, primary screen, biochemical, single point, plate reader | inhibition, % at 9.99 µM | 350,000 compounds, 0.24% hits | AID 652162, 2013 | TcdB glycohydrolase enzymatic assay; in the data active = inhibition above about 10%
# * marks the source's active call; other numbers are inactive results. Only part of the results is shown. The share of hits here may be higher or lower than overall.
canonical_smiles | TcdB inh
COc1ccc(NC(=O)N(C)C[C@@H]2OCCCC[C@@H](C)Oc3ccc(NS(=O)(=O)c4ccc(C)cc4)cc3C(=O)N([C@@H](C)CO)C[C@H]2C)cc1 | 0.6
COc1ccccc1C#Cc1ccc2c(c1)[C@H]1[C@H](CCN1S(=O)(=O)c1cccc(C)c1)[C@H](CO)N2 | -0.9
CCCC#Cc1ccc([C@@H]2[C@H]3CN(C(=O)c4cccnc4)CC(=O)N3[C@H]2CO)cc1 | 0.9
CNC[C@H]1Oc2cc(C#CC(C)(C)O)ccc2S(=O)(=O)N([C@H](C)CO)C[C@@H]1C | -1.0
CNC[C@H]1Oc2c(NS(=O)(=O)c3ccc(Cl)cc3)cccc2C(=O)N([C@@H](C)CO)C[C@@H]1C | -0.7
O=C(NCC[C@H]1CC[C@H](NS(=O)(=O)c2ccc(Cl)cc2)[C@H](CO)O1)c1ccc2c(c1)OCO2 | -0.3
COc1ccc(S(=O)(=O)N(C)C[C@H]2Oc3ccc(NS(=O)(=O)c4cccs4)cc3C(=O)N([C@H](C)CO)C[C@H]2C)cc1 | 1.1
CCCN(C)C[C@H]1OCCCC[C@@H](C)Oc2ccc(NS(=O)(=O)c3ccc(OC)cc3)cc2C(=O)N([C@H](C)CO)C[C@@H]1C | -0.5
COc1ccc(NC(=O)N2CCC3(CC2)CN(C(=O)CN2CCOCC2)[C@@H](CO)c2[nH]c4cc(OC)ccc4c23)cc1 | -4.6
COCC(=O)N(C)C[C@H]1Oc2cc(-c3ccccc3F)ccc2S(=O)(=O)N([C@H](C)CO)C[C@@H]1C | -0.2
O=C(N[C@H]1CC[C@@H](CCn2cc(C3CCCCC3)nn2)O[C@H]1CO)c1cccnc1 | -0.3
N#C[C@@H]1N[C@H](CO)[C@@H]1c1ccc(C#Cc2ccccc2F)cc1 | 0.4
C/C=C/c1cnc2c(c1)C(=O)N([C@H](C)CO)C[C@@H](C)[C@H](CN(C)Cc1ccccc1)O2 | 0.3
C[C@@H]1CN([C@@H](C)CO)C(=O)c2cccc(NC(=O)c3cnccn3)c2O[C@H]1CN(C)S(C)(=O)=O | 1.6
COc1ccccc1-c1ccc2c(c1)O[C@@H](CN(C)C(=O)c1ccccc1)[C@@H](C)CN([C@@H](C)CO)S2(=O)=O | 2.1
O=C(C[C@@H]1C=C[C@H](NC(=O)Nc2ccc3c(c2)OCO3)[C@H](CO)O1)NCc1ccc(Cl)cc1 | 0.0
COc1ccc(-c2ccccc2[C@H]2[C@@H](C#N)N(C(=O)C3CCCC3)[C@H]2CO)cc1 | 0.3
C[C@@H]1CN([C@@H](C)CO)C(=O)c2cc(NC(=O)Nc3ccc4c(c3)OCO4)ccc2O[C@@H](C)CCCCO[C@H]1CN(C)Cc1ccc(C(F)(F)F)cc1 | -0.1
C[C@H](CO)N1C[C@H](C)[C@@H](CN(C)CC2CC2)Oc2ccc(NS(=O)(=O)c3ccccc3)cc2C1=O | -1.7
CCC(=O)N1[C@@H]2Cn3c(ccc(-c4ccncc4)c3=O)[C@H]1[C@@H](C(=O)NC1Cc3ccccc3C1)[C@@H]2CO | -0.9
CCCC#Cc1cnc2c(c1)C(=O)N([C@@H](C)CO)C[C@H](C)[C@@H](CN(C)C(=O)C1CC1)O2 | -0.6
CCC(=O)N(C)C[C@H]1[C@H](c2ccc(C3=CCCC3)cc2)[C@@H](CO)N1C(=O)CC | 0.2
COc1cccc(NC(=O)C[C@@H]2CC[C@H]3[C@H](COc4ccc(NC(=O)C5CCCCC5)cc4C(=O)N3C)O2)c1 | 0.1
CN1C(=O)c2cc(NC(=O)c3cscn3)ccc2OC[C@@H]2O[C@@H](CC(=O)N3CCCCC3)CC[C@H]21 | -0.5
COc1ccc2c3c([nH]c2c1)[C@H](CO)N(C(=O)Nc1cccc(F)c1)CC31CCN(S(=O)(=O)c2ccccc2)CC1 | -0.2
Cc1noc(C)c1NC(=O)NCC[C@H]1CC[C@@H](NC(=O)Nc2cccc(F)c2)[C@@H](CO)O1 | -3.6
CO[C@H]1CN(C)C(=O)c2cc(NS(=O)(=O)c3ccc(Cl)cc3)ccc2OC[C@@H](C)NC[C@@H]1C | 0.3
C[C@H](CO)N1C[C@H](C)[C@H](CN(C)S(=O)(=O)c2ccc(Cl)cc2)Oc2ccc(NC(=O)Nc3ccc(C(F)(F)F)cc3)cc2C1=O | -0.7
COc1cccc(C#Cc2cnc3c(c2)C(=O)N([C@@H](C)CO)C[C@@H](C)[C@@H](CN(C)C(=O)C2CC2)O3)c1 | 0.4
Cn1cnc(S(=O)(=O)N2CCCCN3[C@H](C2)[C@@H](c2ccc(-c4ccc(F)cc4)cc2)[C@@H]3CO)c1 | -0.3

# Exported field by field: 3 of the compounds above
COc1ccc(S(=O)(=O)N(C)C[C@H]2Oc3ccc(NS(=O)(=O)c4cccs4)cc3C(=O)N([C@H](C)CO)C[C@H]2C)cc1
  TcdB inh = 1.1
Cn1cnc(S(=O)(=O)N2CCCCN3[C@H](C2)[C@@H](c2ccc(-c4ccc(F)cc4)cc2)[C@@H]3CO)c1
  TcdB inh = -0.3
COc1cccc(NC(=O)C[C@@H]2CC[C@H]3[C@H](COc4ccc(NC(=O)C5CCCCC5)cc4C(=O)N3C)O2)c1
  TcdB inh = 0.1

# (more compounds)
canonical_smiles | TcdB inh
COCC(=O)N1C[C@@H](C)[C@H](OC)CN(C)C(=O)c2cc(NC(=O)NC(C)C)ccc2OC[C@H]1C | -1.0
O=C(C1CC1)N1CC(=O)N2[C@@H](CO)[C@@H](c3ccc(Br)cc3)[C@@H]2C1 | 0.2
C[C@@H]1CN([C@H](C)CO)C(=O)CCCn2nncc2CO[C@@H]1CN(C)S(=O)(=O)c1ccc(Oc2ccccc2)nc1 | 0.2
CS(=O)(=O)N1[C@H](CO)[C@@H](c2ccccc2)C12CN(C(=O)C1CC1)C2 | 0.3
C[C@@H]1CN([C@@H](C)CO)C(=O)c2cc(C#Cc3ccccc3F)cnc2O[C@H]1CN(C)S(C)(=O)=O | 0.0
CO[C@@H]1CN(C)C(=O)c2ccc(NS(=O)(=O)c3cccc(Cl)c3)cc2OC[C@@H](C)NC[C@H]1C | 0.4
COc1cccc(NC(=O)N(C)C[C@@H]2Oc3cc(C#Cc4ccncc4)ccc3S(=O)(=O)N([C@H](C)CO)C[C@@H]2C)c1 | -0.5
C[C@@H]1CN([C@H](C)CO)C(=O)c2c(c3ccccc3n2C)-c2ccccc2CO[C@@H]1CN(C)CC1CC1 | -8.6
C[C@H]1CN([C@@H](C)CO)C(=O)c2cc(NS(=O)(=O)c3cccs3)ccc2O[C@H]1CN(C)Cc1ccc(Oc2ccccc2)cc1 | 0.5
O=C(N[C@@H]1CC[C@H](CCNS(=O)(=O)c2ccc(F)cc2)O[C@@H]1CO)C1CCOCC1 | -0.8
C[C@H](CO)N1C[C@H](C)[C@@H](CN(C)C(=O)NC2CCCCC2)OCCCC[C@H](C)Oc2ccc(NC(=O)CCC(F)(F)F)cc2C1=O | 0.0
CCC(=O)N1C[C@@H](C)[C@@H](OC)CN(C)C(=O)c2cc(NC(=O)c3ccccc3)ccc2OC[C@H]1C | 0.5
C[C@H](CO)N1C[C@H](C)[C@@H](CN(C)C(=O)NC2CCCC2)Oc2ncc(C#CCN(C)C)cc2C1=O | 1.2
C[C@@H]1CCCCO[C@H](CN(C)C)[C@H](C)CN([C@@H](C)CO)C(=O)c2cc(NS(=O)(=O)c3ccccc3)ccc2O1 | -0.8
C[C@@H]1CN([C@H](C)CO)S(=O)(=O)c2ccc(C#CC3CC3)cc2O[C@@H]1CN(C)CC1CCOCC1 | -0.7
CCCNC(=O)N1[C@H](CO)[C@H](c2ccccc2)[C@H]1CNC(=O)C1CCC1 | -0.2
CN(C)C(=O)c1ccc(-c2ccc3c(c2)[C@H]2[C@H](CCN2C(=O)Cc2ccccn2)[C@@H](CO)N3C)cc1 | -1.1
CC(C)NC(=O)N1CC2(C1)[C@H](c1ccccc1)[C@H](CO)N2C(=O)C1CC1 | -0.4
COc1ccc(S(=O)(=O)Nc2ccc3c(c2)C(=O)N([C@H](C)CO)C[C@H](C)[C@H](CN(C)CC2CC2)OCCCC[C@@H](C)O3)cc1 | 0.0
C[C@@H]1CN([C@H](C)CO)C(=O)c2cc(NC(=O)Nc3ccc4c(c3)OCO4)ccc2O[C@H]1CN(C)Cc1ccccc1 | 0.5
O=C(Nc1cccc(F)c1)N1CCCCN2[C@H](CO)[C@H](c3ccc(-c4ccccc4F)cc3)[C@@H]2C1 | -0.5
COCC#Cc1ccc2c(c1)O[C@H](CN(C)CC1CCCC1)[C@@H](C)CN([C@H](C)CO)S2(=O)=O | -1.8
Cc1ccc(S(=O)(=O)Nc2ccc3c(c2)CC(=O)N([C@@H](C)CO)C[C@H](C)[C@H](CN(C)S(C)(=O)=O)O3)cc1 | -0.9
CO[C@@H]1CN(C)C(=O)c2cc(NC(=O)c3cnccn3)ccc2OC[C@@H](C)N(CC2CC2)C[C@@H]1C | -2.2
Cc1noc(C)c1NC(=O)N(C)C[C@H]1Oc2ccc(NC(=O)NC(C)C)cc2C(=O)N([C@@H](C)CO)C[C@@H]1C | -0.1
O=C(C[C@@H]1CC[C@H]2[C@@H](COC[C@@H](O)CN2C(=O)Nc2ccc(F)cc2)O1)NC1Cc2ccccc2C1 | -0.2
COCCNC(=O)C[C@@H]1CC[C@H]2[C@@H](COC[C@H](O)CN2Cc2ccc(Cl)c(Cl)c2)O1 | 1.2
COCCOC(=O)N1C(=O)[C@@]2(c3cc(C#CCC(C(=O)OC)C(=O)OC)ccc31)[C@H](c1ccccc1OCCO)N1[C@H](c3ccccc3)[C@H](c3ccccc3)OC(=O)[C@H]1[C@@H]2C(=O)NC[C@H](O)c1ccccc1 | 0.8
COc1ccc(NC(=O)N2[C@@H]3CNC[C@H]2C3c2ccc(-c3ccc(F)cc3)cc2)cc1 (stereo partly specified) | -0.5
CCCNC(=O)N(C)C[C@@H]1Oc2cc(C#C[C@@H](C)O)ccc2S(=O)(=O)N([C@H](C)CO)C[C@H]1C | 0.5
C[C@H](NC(=O)[C@H]1[C@H](CO)[C@H]2Cn3c(ccc(-c4cccnc4)c3=O)[C@@H]1N2C)c1ccccc1 | -0.1
COc1cccc(-c2ccc([C@@H]3[C@@H](CO)N4CCCCN(C(=O)Cc5ccncc5)C[C@@H]34)cc2)c1 | -6.0
O=C(NCc1ccc(F)cc1)[C@@H]1C[C@@H]2C(=O)N3CCC[C@H]3C(=O)N2[C@@H]1c1ccc(O)cc1 | 0.6
C[C@@H]1CN([C@@H](C)CO)C(=O)Cc2cc(NC(=O)Nc3ccc4c(c3)OCO4)ccc2O[C@@H]1CN(C)Cc1ccc(C(F)(F)F)cc1 | 0.5
COc1ccc(CCN2C(=O)[C@@]3(Cc4ccccc42)c2ccccc2C(=O)N(Cc2ccccc2C(F)(F)F)[C@H]3c2ccc(CO)cc2)cc1 | -0.9
C[C@H](CO)N1C[C@H](C)[C@H](CN(C)Cc2ccc(-c3ccccc3)cc2)Oc2ccc(NC(=O)NC3CCCCC3)cc2CC1=O | 0.9
COc1ccc(NC(=O)Nc2cccc3c2O[C@H](CN(C)Cc2ccc(Oc4ccccc4)cc2)[C@H](C)CN([C@@H](C)CO)C3=O)cc1 | -0.6
Cc1noc(C)c1NC(=O)Nc1ccc2c(c1)C(=O)N([C@@H](C)CO)C[C@H](C)[C@@H](CN(C)Cc1ccc3c(c1)OCO3)O2 | 0.2
Cc1cccc(NC(=O)Nc2ccc3c(c2)C(=O)N(C)[C@@H]2CC[C@@H](CC(=O)O)O[C@@H]2CO3)c1 | 0.6
CCNC(=O)C[C@H]1CC[C@H]2[C@@H](COc3ccc(NC(=O)Nc4ccc(Cl)cc4)cc3C(=O)N2C)O1 | -0.7
C[C@@H]1CCCCO[C@@H](CN(C)C(=O)c2ccccc2)[C@@H](C)CN([C@@H](C)CO)C(=O)c2cc(NC(=O)Nc3ccc(C(F)(F)F)cc3)ccc2O1 | 0.7
C[C@@H]1CN([C@H](C)CO)C(=O)Cc2cc(NC(=O)Nc3ccc(C(F)(F)F)cc3)ccc2O[C@H]1CN(C)Cc1ccc(-c2ccccc2)cc1 | 0.4
C[C@@H]1CN([C@@H](C)CO)C(=O)c2cc(NS(C)(=O)=O)ccc2O[C@H]1CN(C)C(=O)Nc1ccc(F)cc1 | 0.3
CCCC(=O)N1CCC2(CC1)CN(Cc1ccccc1F)[C@H](CO)c1c2c2ccc(OC)cc2n1C | -1.4
O=C(C[C@@H]1C[C@H]2c3cc(NC(=O)c4ccc5c(c4)OCO5)ccc3O[C@H]2[C@@H](CO)O1)NCc1ccc(Cl)cc1 | -1.0
CO[C@H]1CN(C)C(=O)c2cc(NC(=O)NC(C)C)ccc2OC[C@H](C)N(Cc2ccccn2)C[C@@H]1C | -0.1
O=S(=O)(c1ccc(F)cc1)N1C[C@@H]2[C@H](c3ccccc31)[C@H](CO)N2Cc1ccccc1Cl | -0.5
Cc1noc(C)c1NC(=O)N(C)C[C@@H]1Oc2ccc(NC(=O)Nc3ccc(C(F)(F)F)cc3)cc2CC(=O)N([C@@H](C)CO)C[C@H]1C | 0.2
O=C(C[C@@H]1C[C@@H]2c3cc(NC(=O)Nc4ccccc4F)ccc3O[C@@H]2[C@@H](CO)O1)NCCc1ccccc1 | 0.5
C[C@H]1CN([C@@H](C)CO)C(=O)c2cccc(NC(=O)C3CCOCC3)c2O[C@@H]1CN(C)Cc1ccc(-c2ccccc2)cc1 | -0.1

# Some of the entries so far, field by field.
COc1ccc(CCN2C(=O)[C@@]3(Cc4ccccc42)c2ccccc2C(=O)N(Cc2ccccc2C(F)(F)F)[C@H]3c2ccc(CO)cc2)cc1
  TcdB inh = -0.9
C[C@H](CO)N1C[C@H](C)[C@H](CN(C)Cc2ccc(-c3ccccc3)cc2)Oc2ccc(NC(=O)NC3CCCCC3)cc2CC1=O
  TcdB inh = 0.9
